PRMT1 inh – PRMT1 (human) inhibition, primary screen | recombinant PRMT1, activity-based probe fluorescence polarization | actives 1.3% (n = 370,000) | inhibition, % at 2.79 µM | Q99873;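 active = inhibition above about 21% made by adding two undisclosed values, limit read from the data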
SIAE primary – inhibitors of human sialic acid acetylesterase SIAE; Q9HAT2; SIAE FP-Rh probe binding, fluorescence polarization; inhibition, % at 9.66 µM; actives 0.69% (n = 370,000);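 active = inhibition above a cutoff: mean of compounds within the control limits plus 3 SD of those, cut at about 17% in these data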;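 note: 0% = plate median of compound wells and 100% = probe without SIAE protein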
Target sequence (Q9HAT2 whole entry, looked up): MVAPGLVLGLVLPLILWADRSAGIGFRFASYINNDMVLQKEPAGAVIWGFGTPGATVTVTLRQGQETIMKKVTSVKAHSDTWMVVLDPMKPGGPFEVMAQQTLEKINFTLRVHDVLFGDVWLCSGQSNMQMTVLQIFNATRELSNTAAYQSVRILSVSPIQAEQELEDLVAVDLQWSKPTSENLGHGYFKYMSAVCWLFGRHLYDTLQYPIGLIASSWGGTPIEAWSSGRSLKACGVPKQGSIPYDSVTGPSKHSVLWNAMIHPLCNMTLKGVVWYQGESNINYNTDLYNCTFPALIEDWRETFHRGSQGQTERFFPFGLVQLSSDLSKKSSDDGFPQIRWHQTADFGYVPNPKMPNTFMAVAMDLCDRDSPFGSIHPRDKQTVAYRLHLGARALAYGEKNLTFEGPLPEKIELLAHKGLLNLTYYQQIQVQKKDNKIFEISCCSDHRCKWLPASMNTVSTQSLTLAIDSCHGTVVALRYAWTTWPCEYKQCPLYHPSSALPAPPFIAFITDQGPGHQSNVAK
TDP2 inh – blocks human TDP2 phosphodiesterase activity; actives 0.34% (n = 370,000); recombinant TDP2, T5PNP hydrolysis, p-nitrophenol absorbance 415 nm; inhibition, % at 12.8 µM;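 active = inhibition above the mean of all tested compounds plus 3 SD, set per campaign, cut at about 25% in these data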;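 note: 0% = DMSO with enzyme and 100% = buffer with substrate but no TDP2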
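System: recombinant human TDP2 / Amount: 120 nM TDP2 per well / Also added: 5 mM T5PNP chromogenic substrate / Doses: 12.8 µM single point, 1% DMSO / Incubation: 2 h at 37 °C / Detection: p-Nitrophenol epi absorbance / Evaluation: % inhibition relative to enzyme-containing and enzyme-free wells / Repeats: singlicate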
Tn7 DDE FP – disrupts Tn7 cyclic peptide binding to fibrin D-Dimer-E complex. FP displacement of FITC-Tn7 peptide from fibrin DD(E); 0% = median of compound wells per plate. inhibition, % at 8.3 µM. actives 0.13% (n = 370,000);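 active = inhibition above the mean of compounds falling within the control limits plus 3 SD of them, cut at about 14% in these data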;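 note: 0% = plate median of compound wells and 100% = 10 µM Aha-Tn7 peptide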
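Assay system: Fibrin-DD(E) protein isolated from polymerized human fibrin clots; read-out basis: percent inhibition; medium: Tris/NaCl/CaCl2 buffer, pH 7.8; signal: FP measurement; incubation: 10 min plus 3 h, room temperature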
TCR-CD3 inh – human TCR-CD3 binding inhibition; TAMRA-labeled TCR probe fluorescence, biochemical; inhibition, % at 9.4 µM; actives 0.37% (n = 360,000); AID 651800; in the data active = inhibition above about 19%;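 note: recombinant mutant TCR 2C K166C tagged with TAMRA read by polarization; 0% = receptor in buffer alone and 100% = receptor with positive control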
PG9 binder – PG9 antibody binding by small molecule; actives 0.43% (n = 360,000); TR-FRET gp120-PG9 antibody binding; inhibition, % at 6.7 µM; in the data active = inhibition above about 8.5%
UHRF1 MBD2 ctr – blocks human UHRF1 binding to methylated DNA; AID 687016; actives 0.75% (n = 370,000); Q96T88; UHRF1 binding to methylated oligo, TR-FRET; inhibition, % at 4.4 µM; in the data active = inhibition above about 21%;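 note: UHRF1 SRA domain binding a hemimethylated CpG hairpin DNA probe; 0% = median of test compound wells and 100% = reference inhibitor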
HTRA1 inhibitor – HTRA1 (human) protease inhibition; Q92743; recombinant HTRA1, FP-rhodamine activity-based probe, fluorescence polarization; inhibition, % at 5.96 µM; actives 0.5% (n = 340,000); AID 504803; in the data active = inhibition above about 36%;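 note: 0% = enzyme with DMSO and 100% = wells lacking enzyme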
Target sequence (Q92743 whole entry, looked up): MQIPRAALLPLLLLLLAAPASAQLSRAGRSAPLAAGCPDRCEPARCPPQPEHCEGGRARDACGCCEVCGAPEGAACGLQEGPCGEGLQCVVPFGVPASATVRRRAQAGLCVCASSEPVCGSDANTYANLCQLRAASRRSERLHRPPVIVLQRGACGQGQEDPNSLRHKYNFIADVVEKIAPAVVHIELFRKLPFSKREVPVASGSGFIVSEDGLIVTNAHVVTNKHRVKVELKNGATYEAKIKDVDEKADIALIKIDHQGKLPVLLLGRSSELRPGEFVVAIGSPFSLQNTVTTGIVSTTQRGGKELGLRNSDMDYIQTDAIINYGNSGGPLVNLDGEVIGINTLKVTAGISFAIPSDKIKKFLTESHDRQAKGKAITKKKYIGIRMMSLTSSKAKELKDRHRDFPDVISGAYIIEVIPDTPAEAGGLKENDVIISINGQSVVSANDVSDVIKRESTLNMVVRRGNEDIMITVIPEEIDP
LEDGF integ inh – blocks HIV-1 LEDGF/p75-dependent DNA integration; TR-FRET IN-LEDGF/p75 DNA integration, Eu/Cy5; inhibition, % at 3.7 µM; actives 0.64% (n = 370,000);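 active = inhibition above the screen-wide mean plus 3 SD, cut at about 13% in these data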;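 note: signal is the Cy5 over europium emission ratio at 671 and 618 nm; 0% = plate median of compound wells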
ABHD4 inh – ABHD4 (mouse) inhibition, primary FP screen; actives 0.54% (n = 370,000); Q8VD66; purified mABHD4, FP-Rh probe fluorescence polarization; inhibition, % at 8.92 µM;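 active = inhibition exceeding the mean over every tested compound plus 3 SD, cut at about 30% in these data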;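 note: 0% = plate median of compound wells and 100% = S159A mutant with DMSO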
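system = mouse ABHD4 enzyme, wild type | medium = HEPES pH 7.0, NaCl, Pluronic buffer | also added = FP-Rh probe | incubation = Enzyme–compound pre-incubation 45 min, then probe 60 min, both 25 °C | technique = fluorescence polarization, excitation 525 nm, emission 598 nm, BODIPY TMR filters | controls = S159A mutant high control, sample median low control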
An asterisk follows results filed as active; nt = not tested or not shown. Some of the compounds tested; count on the stated rates, not on these rows.

structure | PRMT1 inh | SIAE primary | TDP2 inh | Tn7 DDE FP | TCR-CD3 inh | PG9 binder | UHRF1 MBD2 ctr | HTRA1 inhibitor | LEDGF integ inh | ABHD4 inh
CN(C)C(=O)Oc1ccc(OCc2nc3ccccc3[nH]2)cc1 | 1 | 17 | 9 | 3 | -3 | -2.1 | 1 | -2 | -1 | 0
C/C(=N\N1CCCCCC1)c1c(O)n(C2CCCCC2)c(=O)[nH]c1=O | -3 | 3 | -13 | -6 | -2 | -1.3 | -2 | -10 | 6 | 0
Cc1ccc(C(O)(c2ccc(C)c(C)c2)C2CN3CCC2CC3)cc1C (stereo unspecified) | -1 | 5 | -3 | 5 | 1 | 0.0 | -1 | -11 | 3 | 4
COC1=CC(=O)OC(CCc2ccc3c(c2)OCO3)C1 (stereo unspecified) | -1 | 7 | 1 | -1 | 8 | 0.2 | -1 | -3 | -3 | 1
CC(C)Sc1nnc([C@@H](N)Cc2ccccc2)o1 | 3 | -6 | 8 | 4 | 1 | 1.3 | 1 | -2 | -3 | 1
COC(=O)C1=C(c2ccc(S(C)(=O)=O)cc2)C[C@@H]2CC[C@H]1N2C(=O)N1CCCCC1 | 2 | -2 | -7 | 2 | 0 | 0.1 | 1 | 1 | -1 | -3
CNCC(O)c1cc(OCc2ccccc2)c(OCc2ccccc2)cc1F (stereo unspecified) | -2 | -4 | -10 | -2 | 4 | -1.7 | 0 | -4 | -3 | 6
NS(=O)(=O)c1ccc(N=Cc2c(O)n(C3CCCCC3)c(=O)n(C3CCCCC3)c2=O)cc1 | -7 | -22 | -12 | -3 | 5 | -0.2 | -1 | -19 | -3 | -1
COc1ccc(CCn2c(O)c(/C=N/N3CCOCC3)c(=O)[nH]c2=O)cc1OC | 3 | 4 | 16 | -1 | -4 | -0.9 | 42* | nt | -4 | -1
Cc1nc2ccccc2c(=O)n1-c1cc([N+](=O)[O-])cc([N+](=O)[O-])c1 | -1 | 0 | -8 | -2 | -4 | -2.0 | 2 | 3 | 2 | 2
Cn1cc(C(=O)OCC(=O)NC2CCCCC2)c2ccccc21 | -1 | -3 | -3 | 0 | 5 | 3.9 | 2 | 5 | -2 | 5
C=Cc1cc(OC)c2c(c1)c(=O)oc1c2cc(OC)c2c(O)ccc(C3OC(C)C(O)C(C)(O)C3O)c21 (stereo unspecified) | 2 | -76 | 13 | -2 | 14 | -2.5 | 10 | 19 | 10 | 10

Brought forward from above: 7 compounds; new compounds follow.
structure | PRMT1 inh | SIAE primary | TDP2 inh | Tn7 DDE FP | TCR-CD3 inh | PG9 binder | UHRF1 MBD2 ctr | HTRA1 inhibitor | LEDGF integ inh | ABHD4 inh
COC(=O)C1=C(c2ccc(S(C)(=O)=O)cc2)C[C@@H]2CC[C@H]1N2C(=O)N1CCCCC1 | 2 | -2 | -7 | 2 | 0 | 0.1 | 1 | 1 | -1 | -3
CNCC(O)c1cc(OCc2ccccc2)c(OCc2ccccc2)cc1F (stereo unspecified) | -2 | -4 | -10 | -2 | 4 | -1.7 | 0 | -4 | -3 | 6
NS(=O)(=O)c1ccc(N=Cc2c(O)n(C3CCCCC3)c(=O)n(C3CCCCC3)c2=O)cc1 | -7 | -22 | -12 | -3 | 5 | -0.2 | -1 | -19 | -3 | -1
COc1ccc(CCn2c(O)c(/C=N/N3CCOCC3)c(=O)[nH]c2=O)cc1OC | 3 | 4 | 16 | -1 | -4 | -0.9 | 42* | nt | -4 | -1
Cc1nc2ccccc2c(=O)n1-c1cc([N+](=O)[O-])cc([N+](=O)[O-])c1 | -1 | 0 | -8 | -2 | -4 | -2.0 | 2 | 3 | 2 | 2
Cn1cc(C(=O)OCC(=O)NC2CCCCC2)c2ccccc21 | -1 | -3 | -3 | 0 | 5 | 3.9 | 2 | 5 | -2 | 5
C=Cc1cc(OC)c2c(c1)c(=O)oc1c2cc(OC)c2c(O)ccc(C3OC(C)C(O)C(C)(O)C3O)c21 (stereo unspecified) | 2 | -76 | 13 | -2 | 14 | -2.5 | 10 | 19 | 10 | 10
CCCCn1c(N)c(C(=O)NCc2cccs2)c2nc3ccccc3nc21 | 0 | 4 | 12 | -2 | 7 | -0.8 | -7 | -45 | 2 | 4
CN(C)C(=O)On1c(-c2ccccc2)nc2ccc(Cl)cc21 | -1 | -3 | 4 | 9 | -7 | -1.6 | 2 | -8 | 2 | 1
COc1ccccc1-n1c(-c2ccccc2F)nc2ccccc2c1=O | 4 | -1 | 6 | -3 | 2 | -1.5 | 3 | -1 | 2 | 0
CCn1c(=N)n(Cc2ccccc2F)c2ccccc21 | -2 | -1 | 3 | -7 | -1 | -1.7 | 5 | -6 | 3 | -7
O=C1NCN(c2ccccc2)C12CCN(C(c1cc3ccccc3o1)c1nnnn1Cc1ccccc1)CC2 (stereo unspecified) | -3 | 2 | -7 | 3 | 2 | -1.3 | -1 | nt | 2 | -3
CN1CCN(c2ccc([N+](=O)[O-])c(NCC3CCCO3)c2)CC1 (stereo unspecified) | 6 | -4 | -18 | -2 | -2 | -0.3 | -18 | 0 | -2 | 3
O=C1CC(c2cccnc2)=NN1c1ccc(Cl)cc1Cl | 5 | 16 | 11 | 3 | -6 | -3.4 | 9 | -6 | 9 | -2
CC12CC[C@H]3[C@@H](CCC4(O)C[C@H](O)CCC34/C=N/NC(=O)c3ccccc3F)C1(O)CCC2C1=CC(=O)OC1 (stereo partly specified) | -5 | -3 | -12 | 1 | 7 | 0.8 | 2 | -2 | 6 | -8
Clc1ccc(Cn2ccnc2)cn1 | 0 | 6 | -5 | 1 | 1 | 0.7 | 0 | 3 | 0 | 1
COc1ccc(NC(=O)N2CCC3(CC2)OCCO3)cc1 | -2 | 6 | 3 | 7 | 0 | -2.0 | -2 | 5 | 1 | 3
COCCCn1c(N)c(C(=O)NCCC(C)C)c2nc3ccccc3nc21 | 3 | -3 | 41* | 3 | 1 | 1.6 | 7 | -13 | 8 | 2
COC(=O)C1=C(c2ccc(OCc3ccccc3)cc2)C[C@@H]2CC[C@H]1N2C | 0 | 3 | -6 | 4 | 6 | -0.2 | 3 | -2 | -5 | 4
CN(C)CCN(CC1CCCN(Cc2ccccc2F)C1)C(=O)Cc1ccccc1F (stereo unspecified) | -1 | -3 | -12 | 0 | -6 | -2.5 | 2 | 6 | 0 | -3
COC(=O)c1ccc(N=C(c2ccccc2)c2c(O)n(C)c(=O)n(C)c2=O)cc1 | 0 | -2 | -3 | -8 | 5 | -0.8 | -4 | 4 | 1 | 2
COc1ccc2c(C)c(CCC(=O)N3C[C@H]4C[C@@H](C3)c3cccc(=O)n3C4)c(=O)oc2c1 | 7 | -4 | -5 | 2 | -12 | -1.7 | -1 | -3 | -1 | -13
COC(=O)C(O)(c1ccc(N(C)C)cc1)C(F)(F)F (stereo unspecified) | 5 | 2 | -1 | 3 | -3 | 1.0 | 3 | -1 | -6 | 0
O=C1COc2ccc(C(=O)COC(=O)Cc3ccccc3)cc2N1 | 0 | 1 | -10 | -10 | -8 | -0.1 | 3 | 4 | -5 | 3
CN(C)c1ccc(/C=C/[N+](=O)[O-])cc1 | -7 | 2 | -1 | -1 | -5 | -24 | 10 | -2 | -5 | -15
COc1ccc(Nc2ncc(C(=O)N3CCC4(CC3)OCCO4)c3ccccc23)cc1 | 1 | 7 | -7 | -3 | -9 | -0.4 | 2 | -11 | 2 | 7
COC(=O)C1=C(c2ccc(-c3ccccc3)c(F)c2)C[C@@H]2CC[C@H]1N2C(=O)NCc1cccc2ccccc12 | -6 | -11 | -7 | 1 | 3 | -1.1 | 1 | -37 | 0 | 17
O=P(NC(c1ccccc1)c1ccccc1)(Oc1ccccc1)Oc1ccccc1 | 1 | -9 | -3 | 1 | -1 | 0.0 | 1 | -6 | 0 | -8
O=C1NCN(c2ccccc2)C12CCN(C(c1cccc3ccccc13)c1nnnn1-c1ccc3c(c1)OCCO3)CC2 (stereo unspecified) | 2 | -9 | 7 | 1 | -7 | -1.4 | 1 | nt | -4 | 4
Cc1ccc2c(c1)C(c1ccccc1)=NCC(=O)N2C | 1 | -2 | -1 | 6 | -7 | 2.1 | 0 | 3 | -6 | -3
O=C(COC(=O)c1cccc(O)c1)Nc1ccc(Cl)cc1C(=O)c1ccccc1 | -1 | -19 | 3 | -4 | 2 | -2.7 | 2 | -71 | 2 | -38
O=C(CCc1ccccc1)N1Cc2cc(-c3ccccc3)ccc2-n2nncc2C1 | 3 | -5 | -1 | 4 | 0 | -0.7 | -1 | nt | -3 | -3
CC(NC1=NCCS1)c1ccccc1 (stereo unspecified) | 0 | 5 | 4 | 0 | -2 | -0.4 | -1 | 6 | 0 | 2
CSc1ccc(CN2CCN(C(=O)COc3ccc(C)cc3)CC2)cc1 | 6 | 3 | 10 | -1 | -1 | -1.4 | -2 | -4 | 0 | 14
O=C1NC(=O)N(c2ccccc2)C(=O)/C1=C\c1ccc([N+](=O)[O-])s1 | 12 | -15 | -5 | -6 | -19 | -1.5 | 5 | nt | 8 | -5
CC1CCN(C(=O)c2ccc(N3CC4CC(C3)c3cccc(=O)n3C4)c([N+](=O)[O-])c2)CC1 (stereo unspecified) | -2 | 3 | 4 | -2 | 3 | 1.3 | 0 | 4 | 1 | 10
Cc1ccc(N2C(=O)NC(=O)/C(=C\c3cn(CC(=O)O)c4ccccc34)C2=O)cc1 | 0 | -45 | -19 | -9 | -3 | -3.9 | 0 | -9 | 1 | -5
CC(=O)[C@@]1(O)CCC2C3CC=C4C[C@@H](O)CC[C@]4(C)C3CC[C@@]21C (stereo partly specified) | -1 | -3 | 0 | 5 | 3 | -0.4 | 7 | 6 | 1 | -1
Cc1c(C(=O)Nc2ccccc2)c2cc(O)ccc2n1Cc1ccccc1 | 6 | 5 | 4 | 5 | -5 | -1.8 | -1 | -25 | 2 | -3
COC(=O)C1=C(c2ccc(OC(F)(F)F)cc2)C[C@@H]2CC[C@H]1N2C(=O)N1CCCCC1 | 1 | 3 | -8 | -13 | 2 | 0.3 | -2 | -11 | 1 | -6
CC1CCCCC12C(=O)NC(=O)NC2=O (stereo unspecified) | -10 | -3 | 0 | -2 | -1 | -1.8 | 0 | -1 | -1 | 0
COc1ccc(-c2nn(CCC#N)cc2C(=O)Nc2ccccc2Cl)cc1 | -3 | -3 | 18 | 3 | 1 | -1.6 | -2 | -2 | 1 | -10
CCC(=NCc1ccc2c(c1)OCO2)c1c(O)n(C)c(=O)n(C)c1=O | 1 | 6 | -5 | 3 | -2 | -1.1 | 1 | 3 | -4 | 3
c1cc2c(cc1[C@H]1OC[C@H]3[C@@H]1CO[C@@H]3c1ccc3c(c1)OCO3)OCO2 | 2 | -4 | 4 | 7 | -2 | 0.2 | 3 | -3 | -5 | -1
COc1ccc(-c2ccc3c(c2)CN(C(=S)NCCc2ccccc2)Cc2cnnn2-3)cc1 | 0 | -43 | 4 | -9 | 26* | 0.5 | 0 | nt | 2 | -60
CCCCn1c(O)c(C=NC2CC3CCC2(C)C3(C)C)c(=O)[nH]c1=O (stereo unspecified) | 1 | -2 | 4 | 6 | 7 | -0.6 | -4 | -9 | -2 | 4

Screening results as filed in PubChem.
